# Screening data (PubChem)
# KKLEB cytotox = CF airway cell cytotoxicity counter-screen; KKLEB CF airway cells viability, ATPlite luminescence, overnight; stronger effect = lower value; cells stimulated with P. aeruginosa culture filtrate; activity change (cytotoxicity), % at 5 µM; 360,000 compounds, 0.36% hits; AID 602141;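 active = corrected activity change at or below -50% at 5 µM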
# TWEAK Fn14 block = inhibitors of TWEAK-Fn14 interaction signaling; 360,000 compounds, 2% hits; inhibition, % at 10 µM; AID 1159606; TWEAK-stimulated Fn14 reporter cells, luciferase luminescence, 8 h; in the data active = inhibition above about 50%
# HIF-2a inh = blocks HIF-2a reporter activity; 786-0 RCC cells HIF-2a reporter, luciferase luminescence, overnight; inhibition, % at 18.8 µM; 360,000 compounds, 0.72% hits; AID 624352;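 active = inhibition of the luminescence signal of 40% or more relative to plate controls, in a single-dose primary screen at 18.75 µM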
# TRAIL sens C8 = caspase-8 TRAIL sensitization; NB7+C8 cells + TRAIL, ATPlite viability luminescence; inhibition (viability loss, TRAIL sensitization), % at 10 µM; 360,000 compounds, 1% hits; AID 624354;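 active = compounds causing at least 50% loss of cell viability in the single-dose screen, relative to plate controls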
# CF NFkB block = cystic fibrosis NF-kB activation inhibition; KKLEB NF-kB-GFP reporter, PAF-induced, GFP fluorescence overnight; inhibition, % at 5 µM; 360,000 compounds, 0.86% hits;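 active = at least 50% inhibition at 5 µM, scaled per plate between neutral and stimulator controls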;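 also: PAF is a Pseudomonas aeruginosa culture filtrate used as stimulus; plate controls were PAF-stimulated DMSO wells for no effect and unstimulated DMSO wells for full effect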
# Shn3 3UTR inh = Schnurri-3 reporter inhibition in Clone20 osteoblasts. AID 588674. 360,000 compounds, 0.52% hits. Clone20 osteoblast Shn3 3'UTR firefly luciferase, 24 h. inhibition, % at 12.5 µM;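 active = mean inhibition of at least 75% with every replicate also reaching 75%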;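 also: 0% = median of neutral control wells and 100% = pilot-screen positive control compound; some compounds past the cut are filed as inactive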
# MITF TRPM1 inh = MITF TRPM1 promoter inhibition in SK-MEL-5 cells. 330,000 compounds, 0.83% hits. SK-MEL-5 TRPM1 promoter luciferase, 24 h. inhibition, % at 12.5 µM;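 active = mean inhibition across replicates of 60% or more, whatever share of single replicates reaches that level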; also: values of inactives mirror those of a sister screen read the other way
# NR2E3 ag-1 = NR2E3 (human) agonism. Q9Y5X4. GST-NR2E3/biotin-RetCOR TR-FRET, 1536-well. inhibition of corepressor binding, % at 4.78 µM. 320,000 compounds, 0.12% hits. AID 2300;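 active = percent inhibition above the cutoff of mean plus 3 SD of all tested compounds, set per screening campaign, cut at about 20% in these data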;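 also: 0% = DMSO wells and 100% = biotin wells as full block of FRET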
# Target sequence (Q9Y5X4 whole entry, looked up): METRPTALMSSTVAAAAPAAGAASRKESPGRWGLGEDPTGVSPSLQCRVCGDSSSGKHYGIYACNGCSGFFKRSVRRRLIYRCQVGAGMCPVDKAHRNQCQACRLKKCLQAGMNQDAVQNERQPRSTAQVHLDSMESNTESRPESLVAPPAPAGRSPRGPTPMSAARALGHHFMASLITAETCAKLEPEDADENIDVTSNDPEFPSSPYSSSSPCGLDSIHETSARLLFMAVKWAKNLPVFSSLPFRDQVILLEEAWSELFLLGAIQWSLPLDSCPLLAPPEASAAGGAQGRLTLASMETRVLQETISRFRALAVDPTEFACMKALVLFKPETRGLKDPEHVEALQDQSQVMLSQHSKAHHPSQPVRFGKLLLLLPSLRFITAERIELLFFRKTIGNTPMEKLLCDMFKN
#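 system = GST-tagged NR2E3 plus biotinylated RetCOR corepressor | input = 1.35 nM GST-NR2E3 | also added = 7 nM biotin-RetCOR | schedule = 5 h incubation at 4 °C | measured by = TR-FRET with europium anti-GST and streptavidin-D2, 340 nm excitation | read-out = percent loss of FRET ratio relative to control wells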
# Peg3 promoter = inhibitors of Peg3 promoter; HeLa PEG-Prom luciferase reporter, luminescence, overnight; inhibition, % at 20 µM; 360,000 compounds, 1.7% hits;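 active = inhibition of at least 50% at 20 µM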
# NR2E3 ag-2 = human photoreceptor-specific nuclear receptor agonism; inhibition of corepressor binding, % at 3.98 µM; Q9Y5X4; AID 602229; 360,000 compounds, 0.35% hits; CHO-S Gal4-NCOR/VP16-NR2E3 two-hybrid, luciferase;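 active = inhibition above the mean of all tested compounds plus 3 SD, cut at about 70% in these data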;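 also: 0% = DMSO with NR2E3 transfected cells and 100% = cells lacking NR2E3 construct; higher means lower luciferase signal from less NR2E3 corepressor binding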
# TROY NFkB inh = blocks TROY-dependent signaling in reporter cells. Q293 LMP1-TROYcd NF-kB luciferase reporter, 4 h. inhibition, % at 10 µM. 360,000 compounds, 0.98% hits;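 active = compounds whose plate-normalised and pattern-corrected inhibition of the luciferase reporter signal at the single screening dose is 50% or more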
# The depositor's hits bear a star; nt = not tested or not shown.
SMILES,KKLEB cytotox,TWEAK Fn14 block,HIF-2a inh,TRAIL sens C8,CF NFkB block,Shn3 3UTR inh,MITF TRPM1 inh,NR2E3 ag-1,Peg3 promoter,NR2E3 ag-2,TROY NFkB inh
Cc1cc(C(=O)O)c(CSCc2cc(C(=O)O)oc2C)o1,-6.6,-9.7,-3.0,18.6,12.2,-6.2,10.6,-0.3,-4.2,3.5,-12.2
NC(CCc1ccccc1)c1csc(Nc2cnccn2)n1 (stereo not drawn),-1.0,-19.6,4.2,6.2,-7.0,0.9,nt,nt,44.5,-23.2,10.9
CCn1cc(CN2CCC(C(=O)Nc3ccc(Oc4ccccc4F)cc3)CC2)cn1,6.4,1.2,6.1,14.4,5.4,10.9,nt,nt,-14.9,9.2,12.3
COc1ccc(-c2cc(C(=O)N/N=C/c3cccnc3)c3ccccc3n2)c(OC)c1,10.9,-26.4,8.1,23.1,6.6,-6.1,9.4,6.1,7.2,-29.0,0.7
CC(C)Cn1nc(NS(=O)(=O)c2ccccc2)c2cc3ccccc3nc21,14.9,-7.6,8.8,-11.8,-2.8,4.0,2.4,-3.0,11.7,4.2,-4.2
CC(=O)Oc1cccc(C(=O)Nc2ccccc2C(=O)N2CCCC2)c1,6.1,-3.1,1.2,-29.2,5.6,-5.4,-1.5,1.3,1.4,-20.8,8.4
COc1ccccc1NC(=O)Cn1nc(Cc2cccnc2)c2ccccc2c1=O,0.7,-15.6,6.8,6.0,-0.5,14.1,2.7,3.3,11.7,1.3,-6.9
OC(c1ccccc1)(c1ccccc1)c1ccn[nH]1,-24.3,0.1,7.0,0.7,20.1,-3.8,1.7,1.3,17.4,-28.2,3.2
O=S(=O)(NCc1ccccn1)c1ccc(Cl)c(C(F)(F)F)c1,0.3,-1.9,4.7,1.4,-1.9,-3.3,-6.8,-0.7,6.5,-24.7,5.5
CC(=O)Nc1ccc(NC(=O)C(C)O/N=C/c2cccc([N+](=O)[O-])c2)cc1 (stereo not drawn),-8.3,2.1,-1.3,-5.0,-5.6,-0.1,2.5,0.0,5.2,-3.5,3.5
Cc1noc(C)c1C(=O)Nc1ccc(F)cc1,6.6,-14.8,22.1,20.1,4.4,8.9,-3.1,1.4,7.1,21.4,-38.6
COc1cccc(N2CCN(C(=O)c3oc4ccccc4c3NC(=O)CCc3cc(OC)no3)CC2)c1,6.4,-8.9,-6.4,12.6,1.5,3.0,0.9,-1.7,5.8,-15.1,-19.4
CC(C)=N/N=C1/NC(=O)C(c2ccccc2)S1 (stereo not drawn),9.0,5.8,3.4,4.3,-10.2,12.2,-1.8,nt,-12.0,-14.0,5.9
C[C@H](NC(=O)C1CC(=O)N(c2ccc3c(c2)OCO3)C1)C(=O)NCc1ccco1 (stereo partly drawn),4.4,8.0,3.4,17.2,5.6,5.6,-1.0,2.5,10.3,-5.1,-22.2
O=S(=O)(c1ccc2c(c1)nc(COc1ccc(Cl)cc1)n2CC1CCCO1)N1CCOCC1 (stereo not drawn),-14.3,17.2,2.2,44.1,1.9,19.4,6.3,5.6,9.2,-8.0,-8.2

# Given as tab-separated lines: part of the list above.
mol	KKLEB cytotox	TWEAK Fn14 block	HIF-2a inh	TRAIL sens C8	CF NFkB block	Shn3 3UTR inh	MITF TRPM1 inh	NR2E3 ag-1	Peg3 promoter	NR2E3 ag-2	TROY NFkB inh
CC(=O)Oc1cccc(C(=O)Nc2ccccc2C(=O)N2CCCC2)c1	6.1	-3.1	1.2	-29.2	5.6	-5.4	-1.5	1.3	1.4	-20.8	8.4
COc1ccccc1NC(=O)Cn1nc(Cc2cccnc2)c2ccccc2c1=O	0.7	-15.6	6.8	6.0	-0.5	14.1	2.7	3.3	11.7	1.3	-6.9

# (next part)
SMILES,KKLEB cytotox,TWEAK Fn14 block,HIF-2a inh,TRAIL sens C8,CF NFkB block,Shn3 3UTR inh,MITF TRPM1 inh,NR2E3 ag-1,Peg3 promoter,NR2E3 ag-2,TROY NFkB inh
CC(=O)Nc1ccc(S(=O)(=O)N[C@@H](C)C(=O)OCC(=O)c2ccc[nH]2)cc1,0.2,-6.3,12.6,3.9,-8.4,-39.2,-5.8,nt,3.1,-5.2,0.0
Cc1c(Cl)cccc1NC(=O)NCc1ccc(C)n1C,1.6,3.9,-9.1,2.7,-6.6,18.9,2.7,-2.2,-21.6,2.1,-6.0
Cc1[nH]c(=S)n(CC2CCCO2)c1C (stereo not drawn),-3.0,-7.9,15.3,-9.2,7.2,-2.1,1.7,-1.4,6.5,-23.2,-8.0
CC(Sc1ccccc1F)C(=O)Nc1ccc2c(c1)OCCO2 (stereo not drawn),-3.4,-15.2,-257.1,10.5,-7.5,-111.7,-82.0,nt,-318.7,-27.5,-69.1
Cc1cc(C)n(CCCNC(=O)C2CCC(=O)N(CCc3ccc(Cl)cc3)C2)n1 (stereo not drawn),-7.5,-5.1,4.5,-13.1,18.8,-8.5,0.0,0.9,15.2,9.8,-2.4
COC(=O)c1c(C)oc(C)c1S(=O)(=O)NCc1ccc(Cl)cc1Cl,5.9,38.4,11.5,-0.9,-0.2,19.4,9.2,-1.5,9.4,-5.1,6.6
COc1ccc(CCNC(=O)c2ccc(OCc3c(C)noc3C)cc2)cc1OC,-2.5,-5.2,-10.1,-6.4,-3.6,-7.2,3.9,1.9,-27.3,8.2,-5.2
CCOC(=O)CN1C(=O)CCSc2ccc(Cl)cc21,-3.8,-8.9,5.0,-3.6,6.2,11.7,3.0,1.1,11.8,-13.4,3.6
COc1ccc(CC(=O)N/N=C/c2ccc(-c3ccc(F)cc3)o2)cc1OC,-7.7,-12.4,-7.0,5.9,4.3,8.8,-8.6,0.5,-6.0,-8.4,-8.6
COc1ccc2c(c1)C1=NN(/C(C)=C/C(C)=O)C(c3ccc(F)cc3)C1CC2 (stereo not drawn),-12.3,4.0,-181.8,11.9,-10.6,-25.0,-7.5,2.1,-193.2,-62.0,-40.0
NC(=O)C1CCN(C(=O)c2ccco2)CC1,12.1,-4.9,11.7,1.7,3.5,-20.9,1.7,-2.5,-12.7,-30.1,-3.9
CS(=O)(=O)N(Cc1ccc(Cl)cc1)c1ccc(C(=O)NCC2CCCO2)cc1 (stereo not drawn),-3.3,-10.7,19.1,-4.4,-1.7,4.7,3.2,-0.6,8.0,3.4,12.4
CC(OC(=O)c1cc(S(=O)(=O)N2CCOCC2)ccc1F)C(=O)NC1CCCCC1C (stereo not drawn),-1.5,-1.8,19.8,2.8,-11.3,-1.6,3.8,-2.2,11.7,-23.2,8.5
CSCCC(NC(=O)c1ccc(C)o1)C(=O)O (stereo not drawn),0.7,-11.8,8.3,-2.0,7.0,0.6,4.9,1.1,12.4,-31.4,-17.7
COc1ccc(Cn2nnnc2C(c2cccnc2)N2CCN(c3ccc(O)cc3)CC2)cc1 (stereo not drawn),4.4,-13.9,-0.8,-3.0,-2.5,13.0,-6.6,6.4,1.6,-0.6,0.9
COc1ccc(NS(=O)(=O)c2csc(C(N)=O)c2)cc1,-10.8,4.0,12.8,-5.1,2.9,12.9,-7.7,1.0,21.7,-16.9,11.3
Cc1ccc(C(=O)c2no[n+]([O-])c2C(=O)c2ccc(C)cc2)cc1,-76.2*,53.4*,-40.0,93.2*,99.5*,20.4,79.1*,-1.3,107.3*,23.1,-8.8
Cc1c(C(=O)Nc2ccc(S(=O)(=O)NCC3CCCO3)cc2)cccc1[N+](=O)[O-] (stereo not drawn),0.4,0.5,20.1,9.3,-9.0,7.8,6.7,1.3,4.0,-5.1,5.5
O=C(C1CCCN(S(=O)(=O)c2cccnc2)C1)N1CCN(c2ccccn2)CC1 (stereo not drawn),-4.9,11.3,10.9,6.5,12.9,0.1,nt,0.9,6.1,-7.7,2.7
CCOC(OCC)c1ccc(/C=C\c2nccc(N)n2)cc1,-4.8,-3.5,-148.5,17.1,-10.4,-79.1,-40.7,-0.5,-223.6,-78.3,-22.3
O=C(Cn1cc(C(=O)C2CC2)c2ccccc21)NCC1CCCO1 (stereo not drawn),-0.6,-10.3,-55.2,13.7,-7.0,-7.5,3.5,2.3,-50.8,-8.7,-27.1
N#Cc1ccc(S(=O)(=O)N2CCCN(c3nc4ccc(Cl)cc4s3)CC2)cc1,-4.4,3.1,23.9,6.9,2.3,12.7,9.3,-2.8,10.8,-16.6,31.4
N/C(=N\OC(=O)Nc1ccc(Cl)c(Cl)c1)c1ncc(C(F)(F)F)cc1Cl,3.3,-15.3,-6.4,-11.0,1.8,-16.9,-3.6,0.7,-1.5,-4.3,-8.3
O=C(O)/C=C/C(=O)Nc1ccc(OC(F)(F)Cl)cc1,9.4,-6.8,12.1,-1.4,6.5,-2.6,-1.8,0.8,4.9,-14.2,10.7
COc1ccc(NC(=O)Nc2cc(C)ccc2F)cc1,11.3,-14.2,-384.8,17.0,-1.7,-14.7,-97.3,0.4,-303.0,-98.3,-58.8
COc1cccc(-c2ncc3ccccc3c2COC(=O)N2CCCCC2)c1,-10.3,-33.3,-5.8,7.8,10.1,17.7,-14.5,5.5,12.9,-11.2,-14.4
O=C(NCc1ccc(Cl)cc1)NCc1ccc(Cl)cc1,6.2,6.6,8.4,-1.1,-8.5,-6.2,-11.2,0.6,-5.3,-3.0,2.7
Cc1ccc(NC(=O)c2nc(C)n(-c3ccc([N+](=O)[O-])cc3)n2)cc1,4.6,9.0,-2.6,20.2,-5.2,-10.5,-1.8,-2.2,-0.4,-1.9,9.4
CCOC(=O)N1CCN(C(=O)CSc2ccc3nnc(CCNC(=O)c4ccc(OC)cc4)n3n2)CC1,0.1,0.0,9.8,-1.6,8.4,9.2,3.9,2.2,-16.6,-1.0,4.3
Cc1ccc(-n2c(-c3cccc(C)c3)n[nH]c2=S)cc1,5.2,17.8,-2.1,-6.7,-0.5,-15.7,7.4,7.1,14.2,4.8,4.0
COc1ccc(-n2c(Cc3cccn3C)nnc2SCC(=O)NCc2ccccc2Cl)cc1,-4.8,35.8,5.6,-7.4,20.9,7.6,-5.2,2.5,4.5,-4.8,16.9
O=C(CCOc1ccccc1)N1CCN(S(=O)(=O)c2cccs2)CC1,11.3,11.0,-5.6,3.2,-2.7,-0.3,-7.1,-3.0,9.4,-9.8,-1.6
COc1ccc2cc(/C=N/NC(=O)CN(c3ccccc3C)S(=O)(=O)c3ccccc3)c(Cl)nc2c1,-2.0,-3.4,9.8,0.3,-7.7,6.3,6.8,0.4,1.0,-18.0,-2.6
O=C(c1ccco1)N1CCN(C(=O)C2CCN(S(=O)(=O)c3cnc[nH]3)CC2)CC1,1.3,-1.9,18.1,-6.0,-2.9,-7.5,4.7,-4.0,30.9,2.4,6.8
COc1cccc(OCc2cc(C(=O)N(C)Cc3nccn3C)no2)c1,5.7,-13.3,-232.1,0.7,-7.4,-159.8,-80.5,-3.2,-319.9,-92.6,-19.2
O=C(COC(=O)/C=C/c1cccc(C(F)(F)F)c1)NCCN1C(=O)CSC1=O,3.2,-4.7,-5.0,-7.8,-36.6,-23.1,7.2,1.9,-7.4,2.4,10.8
Cn1cc(C(=O)C(=O)NCCc2ccccc2)c2ccccc21,-6.0,-15.3,-56.5,-19.8,8.0,7.5,-14.6,nt,-27.1,-18.2,-8.6

# A portion of the library; count on the stated rates, not on these rows.
